# MsrA inh: bovine MsrA inhibition; purified bovine MsrA, absorbance read-out; inhibition, % at 15.5 µM; AID 651718; hit rate 0.75% among 360,000; in the data active = inhibition above about 4.5%;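 note: 0% = vehicle wells with enzyme and 100% = reference inhibitor wells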
# CSN inh: blocks human CSN-mediated cullin deneddylation | Purified CSN, SCF-Nedd8-OG deneddylation, fluorescence polarization | inhibition, % at 12.5 µM | hit rate 0.38% among 360,000;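 active = pattern-corrected inhibition above about 35%, with an unprinted fluorescence ratio check between 0.5 and 1.5, limit read from the data, passing the limit was not always enough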;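 note: 0% = enzyme with substrate and 100% = substrate without enzyme; some results filed as inactive read as strong as hits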
#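 assay system = purified human Csn5 enzyme expressed in HEK293T cells | amount = 0.24 nM enzyme | buffer or medium = Tris/NaCl/DTT buffer, pH 7.5 | reagent = 10 nM SCFSkp2-Nedd8OG | compound = one concentration, 12.5 µM, 0.25% DMSO | times = 90 min reaction at room temperature | signal = FP | read-out basis = % inhibition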
# FAS-TE inh: blocks the thioesterase domain of human fatty acid synthase | hit rate 0.67% among 360,000 | recombinant FAS-TE, OMFH fluorogenic substrate, fluorescence endpoint | P49327 | inhibition, % at 15 µM;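 active = compounds whose normalised, plate-corrected inhibition of enzyme fluorescence in the single-dose primary screen is 50% or more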;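 note: 0% = DMSO with enzyme and 100% = substrate without enzyme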
# MT1-MMP act inh: inhibitors of human MT1-MMP activation; HT1080 RFP-PRO-GFP cells, GFP/RFP ratio fluorescence, overnight; percent of plate control window, DMSO zero; GFP/RFP ratio change, % at 20 µM; hit rate 0.061% among 360,000;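 active = GFP/RFP ratio change of at least 30% with cell ATP level not reduced by more than half and red fluorescence within 50% of control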; note: strong numbers were not always called active
#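 system = RFP-PRO-GFP reporter HT1080 cells | dosing = 20 µM single dose, 1% DMSO | timing = overnight cell settling, then overnight compound exposure, 37 °C, 5% CO2 | read-out basis = GFP/RFP fluorescence ratio | controls = DMSO and RFP-L50D-GFP cell wells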
# Rpn11 inh: Rpn11 (human) deubiquitinase inhibition; O00487; human 26S proteasome, Ub4-pepOG fluorescence polarization; 20S core pre-blocked with epoxomicin; calls only at 20 µM; hit rate 0.59% among 360,000; AID 588493;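 active = inhibition at 20 µM, scaled to each plate's controls, above about 33%, limit read from the data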
# Target sequence (O00487 whole entry, looked up): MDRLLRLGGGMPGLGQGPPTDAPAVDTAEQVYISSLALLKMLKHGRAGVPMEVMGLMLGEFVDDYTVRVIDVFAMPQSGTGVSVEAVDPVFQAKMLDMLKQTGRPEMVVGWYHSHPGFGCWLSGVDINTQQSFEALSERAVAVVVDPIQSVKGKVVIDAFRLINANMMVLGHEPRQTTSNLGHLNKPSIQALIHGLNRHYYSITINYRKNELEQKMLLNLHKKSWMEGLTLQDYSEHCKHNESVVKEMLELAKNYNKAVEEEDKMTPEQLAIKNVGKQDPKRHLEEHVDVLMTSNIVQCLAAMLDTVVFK
# MsrA act: bovine methionine sulfoxide reductase A activation | purified bovine MsrA, absorbance read-out | activation, % at 10.6 µM | hit rate 0.3% among 360,000 | AID 602163; in the data active = activation above about 7.5%;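 note: 0% = vehicle and 100% = reference activator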
# Rin1 Abl inh: blocks binding of human Rin1 to Abl | inhibition, % at 7.35 µM | hit rate 0.4% among 360,000 | TR-FRET Rin1/Abl binding, biochemical | AID 588664 | P00519+Q13671; in the data active = inhibition above about 5%, passing the limit was not always enough
# E coli Lon inh: inhibitors of E. coli Lon protease | purified E. coli Lon protease, fluorescence polarization | inhibition, % at 7.94 µM | hit rate 0.42% among 360,000 | AID 602123; in the data active = inhibition above about 13%, passing the limit was not always enough;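 note: 0% = enzyme with probe and DMSO and 100% = no enzyme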
# PABP1 MLLE inh: inhibitors of microRNA-mediated deadenylation, human PABP1 MLLE binding; inhibition, % at 20 µM; hit rate 0.36% among 360,000; P11940; AID 588489; GST-MLLE / FITC-PAM2 fluorescence polarization; in the data active = inhibition above about 35%, passing the limit was not always enough;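 note: plate controls were DMSO wells with GST-MLLE for no effect and wells lacking GST-MLLE protein for full effect; some results filed as inactive read as strong as hits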
# Target sequence (P11940 whole entry, looked up): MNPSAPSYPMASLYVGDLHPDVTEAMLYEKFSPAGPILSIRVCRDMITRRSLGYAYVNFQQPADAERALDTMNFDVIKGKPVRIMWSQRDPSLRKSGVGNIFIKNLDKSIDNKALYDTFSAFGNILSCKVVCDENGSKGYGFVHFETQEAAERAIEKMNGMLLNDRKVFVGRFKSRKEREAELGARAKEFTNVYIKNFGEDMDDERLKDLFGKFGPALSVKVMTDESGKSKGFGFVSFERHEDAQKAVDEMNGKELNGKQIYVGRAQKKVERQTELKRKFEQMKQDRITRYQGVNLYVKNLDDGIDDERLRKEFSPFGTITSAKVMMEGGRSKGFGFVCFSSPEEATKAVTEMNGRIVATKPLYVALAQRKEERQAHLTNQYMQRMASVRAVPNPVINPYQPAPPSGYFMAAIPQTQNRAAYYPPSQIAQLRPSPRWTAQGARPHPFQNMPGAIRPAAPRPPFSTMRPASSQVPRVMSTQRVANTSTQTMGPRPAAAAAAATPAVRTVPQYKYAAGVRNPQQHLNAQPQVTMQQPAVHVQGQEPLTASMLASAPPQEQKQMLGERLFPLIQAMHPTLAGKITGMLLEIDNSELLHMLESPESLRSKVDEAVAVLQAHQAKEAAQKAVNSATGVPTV
# An asterisk follows results filed as active; i = inactive; · = not tested or not shown.
SMILES,MsrA inh,CSN inh,FAS-TE inh,MT1-MMP act inh,Rpn11 inh,MsrA act,Rin1 Abl inh,E coli Lon inh,PABP1 MLLE inh
Cc1cc(C)c(OCCCCCNCCO)c(C)c1,0.4,5,-1,-6,i,-1,-2,1,18
Cc1ccc(C(=O)Nc2sc3c(c2C(=O)O)CCCC3)o1,3.1,-3,-3,-7,i,-6,-1,-5,17
CN(CCN1CCOCC1)C(=O)C1CCC(=O)N(Cc2ccc(Cl)cc2)C1 (configuration not stated),-0.1,0,-8,-1,i,-5,-2,-4,-6
CCN(CC)CC(=O)Nn1c(C)nc2c(ncn2-c2ccccc2)c1=O,0.4,2,-3,0,i,-4,1,3,-2
O=C(CNC(=O)c1ccccc1F)N/N=C/c1cccnc1,0.0,-4,-6,-4,i,-3,2,-4,4
CC(C)(C)S(=O)(=O)c1cnc(-c2ccccn2)nc1N,-0.7,1,-3,2,i,0,-4,-9,-5
CCN(C(=O)CSc1nncn1-c1ccccc1)c1c(N)n(Cc2ccccc2)c(=O)[nH]c1=O,0.4,11,-5,2,i,-4,3,0,-45
COc1cc(C(=O)Nc2ccc(S(=O)(=O)NC(C)C)cc2)cc(OC)c1OC,-0.7,-1,-2,15,i,-11,-5,2,1
COC(=O)/C=C(\Oc1ccccc1)C1(O)CCCCC1,1.3,-6,-3,-1,i,-1,-4,3,5
CCC(CC)C(=O)Nc1cccc(-c2nc3ccccc3o2)c1,1.1,3,-6,4,i,-2,-4,-1,1
CC(O)(c1ccc(F)c(F)c1)c1nc(-c2cccc(C(=O)O)c2)cs1 (configuration not stated),0.8,4,2,0,i,-5,-3,-4,4
O=C(O)c1cc(-c2ccc(Cl)c(Cl)c2)n(-c2ccccc2)n1,-1.2,1,0,-3,i,-4,-3,-3,-1
COc1ccccc1CN1CCC(CNS(=O)(=O)c2cc(-c3cc(C)no3)ccc2OC)CC1,0.6,0,-5,-1,i,-2,12*,-5,-4
COc1ccccc1Nc1c2c(nc3ccccc13)CCC2,1.7,2,-3,-12,i,-2,-1,7,4
Cc1ccsc1C(=O)NCC(c1cccs1)N1CCOCC1 (configuration not stated),-0.4,2,-3,0,i,-2,0,8,19
Cc1occc1C(=O)NNC(=O)c1ccccc1Br,0.1,-8,-8,-2,i,-1,-5,-1,11
Cc1noc(C)c1COc1cccc(C(=O)N(C)Cc2cccs2)c1,-0.2,2,0,3,i,-4,4,2,7
Cn1c(NNC(=O)c2ccc(C(C)(C)C)cc2)cc(=O)n(C)c1=O,1.2,0,11,-2,i,-1,0,-11,6
Cc1cccc(-n2nc3c(c2NC(=O)c2ccc(Br)o2)CSC3)c1,-0.2,6,8,-3,i,-4,0,6,9
O=[N+]([O-])c1ccc2cn(-c3ccccc3)nc2c1,1.6,-15,4,2,i,-12,-3,-2,14
COc1cc(OC)c(NC(=O)C2CC(=O)N(c3ccc4c(c3)OCCO4)C2)cc1Cl (configuration not stated),-0.4,1,20,0,i,-4,2,5,-3
COc1ccc(-c2cc(C(=O)NCC(c3ccco3)N(C)C)c3ccccc3n2)cc1OC (configuration not stated),2.1,-1,-2,0,i,-3,-2,0,6
COc1ccc(-c2cc(C(F)(F)F)c(C#N)c(SCC(=O)Nc3nc(C)co3)n2)cc1,·,15,-15,-189,·,2,0,0,-5
CC1COc2ccccc2N1S(=O)(=O)c1ccccc1 (configuration not stated),1.9,-13,12,2,i,-10,3,5,2
CN(C)S(=O)(=O)c1ccc(N2CCCC2)c(C(=O)NCC2COc3ccccc3O2)c1 (configuration not stated),0.9,2,26,-16,i,-3,0,-4,-7
CC(Sc1ccccc1)C(=O)Nc1cccc(N(C)S(C)(=O)=O)c1 (configuration not stated),0.9,1,-2,10,i,-1,1,4,1
O=C1CC(Cc2ccccc2)C(=O)N1c1ccc(Cl)cn1 (configuration not stated),-0.8,-3,-3,1,i,-2,-3,-3,3
O=C(NC1CCCC1)C1CCC(=O)N1C1CCCC1 (configuration not stated),3.3,-2,-13,-4,i,-7,3,-4,6
COC(=O)C1CCC(=O)N1C(c1ccc(OC)cc1)c1cc(OC)c(OC)c(OC)c1 (configuration not stated),-0.1,5,-6,26,i,-2,0,2,3
O=C(NCCCN1CCCCCC1)C1CCCN(S(=O)(=O)c2cccc3nsnc23)C1 (configuration not stated),0.3,0,4,7,i,-3,-4,4,-9
COc1ccc(OC)c(NC(=O)c2ccc(NS(C)(=O)=O)cc2)c1,0.8,-1,-3,15,i,-2,-3,-4,2
O=C(NCC(c1ccco1)N1CCOCC1)c1ccc(F)cc1 (configuration not stated),-0.1,3,-4,1,i,0,0,-10,10
NC(=O)c1ccc(Cc2ncc(C(F)(F)F)cc2Cl)s1,0.1,-1,-4,1,i,-14,-1,4,-4
CSc1ccc(S(=O)(=O)N2c3ccccc3CC2C)cc1 (configuration not stated),-0.5,2,25,-3,i,-3,0,-3,-13
COc1ccc(-n2ccc(=O)c(C(=O)O)n2)c(OC)c1,0.5,2,-6,4,i,-3,2,3,8
O=c1cc(O)n(-c2ccc(Cl)cc2)c(=S)[nH]1,-0.5,2,-3,·,i,-4,-2,0,0
Cc1ccc(C)c(NC(=O)C2CCCN(S(=O)(=O)c3c(C)noc3/C=C/N(C)C)C2)c1 (configuration not stated),0.9,2,7,-1,i,-7,0,-62,-3
COC(=O)CNS(=O)(=O)c1ccc(OC)cc1,·,5,-9,0,i,-2,0,0,-8
O=C(COC(=O)c1cc(S(=O)(=O)N2CCOCC2)ccc1Cl)NC1CCCCC1,2.8,5,-2,-3,i,-4,1,-5,3
COc1ccc(CCNC(=O)C2CCCN(Cc3nc(-c4ccccc4C)oc3C)C2)cc1OC (configuration not stated),0.0,-1,-6,4,i,-1,-2,-4,3
S=C(NCc1ccco1)Nc1ccc(Oc2ccccc2)cc1,1.4,-3,19,-1,i,-2,0,6,-7
COCCN1C(=O)CCC1(C)C(=O)Nc1c(C)cccc1C (configuration not stated),0.5,1,-2,5,i,-9,3,-7,1
N#CC1=C(N)c2ccccc2CC12CCCCC2,0.8,4,15,-2,i,-1,0,4,0
CC1CCCN(c2ncnc3c2cnn3-c2ccc(Cl)cc2)C1 (configuration not stated),-1.6,4,21,0,i,2,0,-5,9
Cc1ccc(S(=O)(=O)c2c(COC(=O)c3ccc(Cl)cc3)c(-c3ccccc3)nn2C)cc1,-0.5,2,25,-3,i,1,0,1,-1
CC1=NCCN1S(=O)(=O)c1c(C(C)C)cc(C(C)C)cc1C(C)C,-0.2,3,6,0,i,-8,2,-1,-5
O=[N+]([O-])c1nn(-c2ccccc2)[n+]([O-])c1N1CCN(c2ccccc2F)CC1,1.8,5,3,10,i,-12,3,-6,7
O=S(=O)(Nc1ccc(-c2ccccc2)cc1)c1ccccc1,0.3,-3,13,3,i,-3,4,-3,7
Cc1ccc(C2CC2c2n[nH]c(=S)n2-c2cccc(C)c2)cc1 (configuration not stated),1.3,-14,9,1,i,-8,-2,-1,-2
Cn1cc(C(=O)c2ccc(Cl)cc2Cl)cc1C(=O)N/N=C(\N)COc1ccc(F)cc1,-0.2,1,7,4,i,-4,2,-3,-1
CCCN(C(=O)c1cc(Cl)nc2ccccc12)c1c(N)n(Cc2ccccc2)c(=O)[nH]c1=O,-0.1,-4,-1,-1,i,-1,-4,-17,10
COc1ccc(OCC(=O)NCCNC(=O)c2ccccn2)cc1,0.4,7,-4,-1,i,-1,4,-3,12
Cc1ccc(C(=O)Nc2ccc(OCc3ccccc3)cc2)s1,-0.5,1,-2,3,i,-7,2,7,-22
Cc1ccc(NC(=O)C2=C(O)CCn3c2nc2ccccc23)cc1,-0.3,-2,9,-11,i,-5,2,-3,-1
CCC(=O)Nc1cc2[nH]c(=O)cc(C)c2cc1C,2.7,7,-3,-1,i,0,1,-3,6
O=C(Nc1ccc(Cl)c(Cl)c1)N1CCSCC1,0.2,-2,0,2,i,1,2,2,13
Cc1ccnc(SCc2cc(=O)c(OC(=O)c3cccs3)co2)n1,1.8,0,-7,7,i,-4,-6,-9,26
O=C(/C=C/c1ccc(Cl)cc1)N(Cc1cccs1)C1CCS(=O)(=O)C1 (configuration not stated),-1.5,1,10,0,i,-2,2,-1,0
COc1ccc(Cc2c(-c3ccco3)nc3ccc(Cl)cn23)c(C)c1,0.3,40*,-4,-1,i,-14,2,-14,-20
CCC(C)(C)NC(=O)C(c1ccccc1)N(C(=O)c1csnn1)C1CC1 (configuration not stated),0.8,2,-8,2,i,1,-1,1,5

# Next results.
SMILES,MsrA inh,CSN inh,FAS-TE inh,MT1-MMP act inh,Rpn11 inh,MsrA act,Rin1 Abl inh,E coli Lon inh,PABP1 MLLE inh
Cc1ccc2cccc(SCC(=O)N3CCOCC3)c2n1,0.1,2,-8,2,i,-2,-4,0,1
O=C(Cn1c(=O)oc2ccccc21)Nc1ccc(F)c(F)c1,-2.0,3,0,2,i,-3,-1,-7,-6
COc1ccc(CNC(=O)C2CCCN2)cc1OC (configuration not stated),-0.5,0,-8,-1,i,-2,7,-3,-6
Cc1cc(Cl)ccc1OCCCC(=O)NN,0.4,-1,-6,-1,i,0,0,-5,-107
CSc1ccccc1NC(=O)c1cnccn1,-0.6,2,-8,-4,i,-7,0,-12,4
COc1cccc(N2CCN(C(=O)CCSCc3ccccc3F)CC2)c1,-1.2,-1,7,3,i,0,0,4,8
CC1(c2nnc(Cc3ccccc3)o2)CC(c2ccc(Br)cc2)=NO1 (configuration not stated),0.1,0,5,·,i,-1,-1,6,3
CC(C)CCOP(=O)(c1ccc(N(C)C)cc1)C(O)c1ccc(N(C)C)cc1 (configuration not stated),-0.5,-2,0,1,i,-4,2,-1,-11
CC1CN(C(=O)C(C)N2CCN(c3cccc(Cl)c3)CC2)CC(C)O1 (configuration not stated),0.4,-9,-3,-4,i,-8,3,-4,3
O=C(O)c1cc(S(=O)(=O)NCc2ccco2)c(Cl)cc1Cl,1.0,2,-4,-4,i,1,-1,4,-5
O=C(Nc1ccccc1C(=O)N1CCOCC1)c1cccnc1,-0.7,-4,-13,5,i,-1,1,0,-2
COc1cccc(CNS(=O)(=O)c2cc3c(cc2Cl)NC(=O)CO3)c1,0.1,-3,-5,1,i,0,1,2,-2

# Fetched by compound from the entries so far:
SMILES,MsrA inh,CSN inh,FAS-TE inh,MT1-MMP act inh,Rpn11 inh,MsrA act,Rin1 Abl inh,E coli Lon inh,PABP1 MLLE inh
COc1cccc(CNS(=O)(=O)c2cc3c(cc2Cl)NC(=O)CO3)c1,0.1,-3,-5,1,i,0,1,2,-2
CSc1ccccc1NC(=O)c1cnccn1,-0.6,2,-8,-4,i,-7,0,-12,4
CC(C)CCOP(=O)(c1ccc(N(C)C)cc1)C(O)c1ccc(N(C)C)cc1 (configuration not stated),-0.5,-2,0,1,i,-4,2,-1,-11
CC1CN(C(=O)C(C)N2CCN(c3cccc(Cl)c3)CC2)CC(C)O1 (configuration not stated),0.4,-9,-3,-4,i,-8,3,-4,3
O=C(Nc1ccccc1C(=O)N1CCOCC1)c1cccnc1,-0.7,-4,-13,5,i,-1,1,0,-2
O=C(O)c1cc(S(=O)(=O)NCc2ccco2)c(Cl)cc1Cl,1.0,2,-4,-4,i,1,-1,4,-5
O=C(Cn1c(=O)oc2ccccc21)Nc1ccc(F)c(F)c1,-2.0,3,0,2,i,-3,-1,-7,-6
